Screening results (PubChem)
Glyco luc inh – N-linked glycosylation inhibition | AID 588692 | 360,000 compounds, 0.23% hits | D54 ERlucT glycosylation luciferase reporter, 24 h; percent of 100 nM tunicamycin response | reporter increase, % at 12.5 µM;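 active = mean luciferase reporter signal, scaled so untreated is 0 and the glycosylation-blocking control 100, at or above a set limit in every replicate; inconclusive = mean reaches the limit but not every replicate does; inactive = mean below the limit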;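 note: luciferase carries N-glycosylation sites so blocking glycosylation raises the light; 0% = median of neutral control wells and 100% = median of 100 nM tunicamycin wells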
CaV13 ICDI inh – Primary screen for inhibitors of IQ motif and Ca2+-dependent inactivation inhibitor domain binding in CACNA1D, Förster resonance energy transfer in living cells, …; HEK cells, CFP/YFP FRET ICDI-IQ, plate reader, 10 min; percent FRET-ratio fall versus neutral wells; inhibition, % at 12.3 µM; 340,000 compounds, 0.098% hits;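 active = mean replicate inhibition of at least 30% and at least 1% of replicates passing that level; inconclusive = only one of the two criteria is met; inactive = neither criterion is met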;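 note: 0% = median of the neutral control wells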
PDI inh – blocks human protein disulfide isomerase activity. 350,000 compounds, 0.052% hits. AID 588391. inhibition, % at 10 µM. PDI insulin aggregation turbidity, A650, 90 min;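 active = mean inhibition across replicates of 30% or more, whatever share of single replicates reach that level; inconclusive = mean inhibition below 30% while every single replicate reaches 30%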;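 note: absorbance from insulin aggregation driven by PDI reduction with DTT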
Target sequence (P07237 whole entry, looked up): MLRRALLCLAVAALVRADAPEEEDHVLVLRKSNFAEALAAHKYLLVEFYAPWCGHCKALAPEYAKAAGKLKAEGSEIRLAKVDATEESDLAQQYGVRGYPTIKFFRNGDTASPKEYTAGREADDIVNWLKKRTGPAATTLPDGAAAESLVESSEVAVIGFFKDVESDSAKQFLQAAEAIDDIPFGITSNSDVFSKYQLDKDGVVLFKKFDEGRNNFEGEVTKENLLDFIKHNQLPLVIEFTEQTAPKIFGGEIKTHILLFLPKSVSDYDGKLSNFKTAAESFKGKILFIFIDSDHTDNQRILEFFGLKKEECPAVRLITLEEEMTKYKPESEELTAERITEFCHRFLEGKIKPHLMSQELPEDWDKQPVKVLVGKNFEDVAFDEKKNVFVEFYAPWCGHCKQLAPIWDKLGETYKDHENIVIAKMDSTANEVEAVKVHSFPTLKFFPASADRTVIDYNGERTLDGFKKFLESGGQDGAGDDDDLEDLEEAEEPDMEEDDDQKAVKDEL
MC4R antagonist – blocks human MC4R cAMP signaling; P32245; MC4R-expressing cells, MTII-stimulated cAMP, LANCE TR-FRET; inhibition, % at 6.5 µM; 360,000 compounds, 0.48% hits; AID 540295;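 active = inhibition above its plate's cutoff, the mean of tested wells on that plate plus 3 SD, cut at about 29% in these data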;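 note: 0% = Melanotan II alone and 100% = Melanotan II plus saturating MCL0020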
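System: U2OS cells stably expressing human melanocortin 4 receptor (MC4R). Reagent: Melanotan II challenge after compound preincubation. Doses: 6.5 µM. Times: 30-min compound, 1-h challenge, 1-h detection, room temperature. Measured by: TR-FRET with Eu-cAMP and labeled anti-cAMP, 671 nm. Replicates: singlicate.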
HTR2A ag – mouse HTR2A agonism via beta-arrestin recruitment; activation, % at 7.6 µM; AID 624169; CHO-K1 mHTR2A beta-arrestin complementation, luminescence; percent of 30 µM serotonin response; 360,000 compounds, 0.66% hits; P35363;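 active = activation above a run cutoff, the mean activation of all tested compounds plus 3 SD, cut at about 14% in these data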;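 note: 0% = plate median of compound wells and 100% = 30 µM serotonin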
Target sequence (P35363 whole entry, looked up): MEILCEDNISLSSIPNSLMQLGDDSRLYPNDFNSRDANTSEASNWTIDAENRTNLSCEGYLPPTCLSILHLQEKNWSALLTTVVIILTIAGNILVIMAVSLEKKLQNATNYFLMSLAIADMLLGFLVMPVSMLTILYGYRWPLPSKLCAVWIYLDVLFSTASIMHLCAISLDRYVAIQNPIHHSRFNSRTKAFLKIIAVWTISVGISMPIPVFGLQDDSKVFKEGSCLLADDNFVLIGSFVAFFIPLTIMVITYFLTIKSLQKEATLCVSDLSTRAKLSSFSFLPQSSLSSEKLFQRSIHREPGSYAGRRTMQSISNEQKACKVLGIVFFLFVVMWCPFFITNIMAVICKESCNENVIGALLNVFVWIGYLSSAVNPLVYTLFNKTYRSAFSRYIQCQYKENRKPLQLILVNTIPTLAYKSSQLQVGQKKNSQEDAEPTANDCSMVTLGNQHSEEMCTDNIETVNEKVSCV
ABCB6 inh MLPCN – blocks the human ABCB6 transporter; Q9NP58; K562-ABCB6 porphyrin accumulation, flow cytometry, 1 h; active compounds read low; fluorescence ratio to DMSO, % at 10 µM; 360,000 compounds, 0.19% hits;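 active = fluorescence ratio to DMSO below 75%, the collection mean minus 3 SD; inconclusive = too few cells collected in the well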;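 note: signal is porphyrin accumulated inside mitochondria; 100% equals median channel fluorescence of DMSO control wells; lower ratio means ABCB6 inhibition with less porphyrin fluorescence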
Cardio protect – modulators protecting cardiomyocytes from myocardial damage. H9c2 cardiomyocytes, H2O2 injury protection, ATPLite, 2 h. protection from H2O2 cell death, % at 20 µM. 360,000 compounds, 0.63% hits;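 active = compounds giving at least 50% protection of heart cells from peroxide-induced death in the single-dose screen, raw or plate-pattern-corrected value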;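 note: 0% = DMSO wells with peroxide and 100% = DMSO wells without peroxide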
MC4R ag barr – activates human MC4R beta-arrestin recruitment; AID 540308; 360,000 compounds, 0.98% hits; activation, % at 8.9 µM; U2OS MC4R beta-arrestin complementation, luminescence; percent of melanotan II response, DMSO zero; P32245;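 active = activation above a per-plate cutoff, the mean activation of sample wells on that plate plus 3 SD, cut at about 8% in these data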
Vif inh – blocks HIV Vif function; HEK293T cells, Vif self-association by quenched fluorescence, imaging, 24 h; inhibition, % at 7.49 µM; 340,000 compounds, 0.35% hits; AID 602346; in the data active = inhibition above about 50%, passing the limit was not always enough; inconclusive = no clear call, values can overlap the other calls; inactive = below about 31%; note: some results filed as inactive read as strong as hits
aDG glyco up – alpha-DG glycosylation activation. 360,000 compounds, 0.22% hits. Pro5-aDG cells, alpha-DG glycosylation AlphaScreen (IIH6); 0% Pro5, 100% B10-LARGE cell signal. activation, % at 10 µM. AID 624168;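 active = activation of at least 8% versus controls, or a plate z-score of at least 8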;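 note: Pro5 are CHO cells carrying HIG-tagged alpha-DG that lacks glycosylation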
The depositor's hits bear a star; ? = inconclusive; / = not tested or not shown. Compounds were not picked by outcome; 3.6% or so of the library scored in one or more.

SMILES | Glyco luc inh | CaV13 ICDI inh | PDI inh | MC4R antagonist | HTR2A ag | ABCB6 inh MLPCN | Cardio protect | MC4R ag barr | Vif inh | aDG glyco up
O=C(NCCc1csc(-c2cccc(F)c2)n1)c1ccco1 | -1 | -7 | 8 | 2 | 9 | 103 | 0 | -3.2 | 4 | 0.0
Cc1ccc(N2C(=O)C(Cl)=C(NCCO)C2=O)c(C)c1 | -1 | -7 | 2 | -1 | -1 | 94 | -9 | 2.8 | 1 | -0.1
CCC(C)(C)n1nnnc1C(C(C)C)N1CCN(C)CC1 (centres undefined) | 0 | -10 | 5 | 15 | -1 | 101 | -1 | -0.7 | 1 | 0.0
CC(C)N(Cc1ccccc1)C(=O)c1ccc2nsnc2c1 | 0 | 0 | 18 | -2 | 10 | 95 | -2 | -1.4 | 3 | 0.0
O=c1c(Cc2ccc(Cl)cc2)c(O)ccn1Cc1cccs1 | 2 | -2 | -3 | -1 | 1 | 96 | -2 | -3.0 | 0 | 0.1
O=C1c2ccccc2NC(c2ccc(O)c(O)c2)N1c1ccccc1Cl (centres undefined) | -3 | 0 | -5 | -4 | 1 | 97 | 13 | 0.2 | 9 | 0.1
CCC1=NN(C(=O)c2ccc(Br)cc2)C(O)(c2ccccc2)C1 (centres undefined) | -1 | -3 | -1 | -2 | -4 | 94 | 9 | -0.9 | 1 | -0.2
COc1cccc(N2C(=O)C3CCCN3C2c2ccc(Cl)cc2)c1 (centres undefined) | -1 | -4 | / | 7 | 2 | 101 | 0 | -1.4 | 11 | -0.1
COc1ccc(-c2nn(-c3ccccc3)cc2/C=N/Nc2ccccn2)cc1OC | 12 | -4 | -6 | -9 | -6 | 98 | -4 | -0.9 | -5 | -0.6
CCCCC[C@@H](C)N1C[C@H](COCc2ccccc2)Oc2cc(N3CCC[C@@H]3COC)ccc2S1(=O)=O | / | -10 | / | / | -5 | 94 | / | / | / | -0.4
O=C(COC(=O)c1n[nH]c2ccccc12)Nc1ccc(S(=O)(=O)N2CCCC2)cc1 | -3 | / | 0 | 8 | 6 | 81 | 4 | 1.2 | / | 1.5
CCCNC(=O)COC(=O)c1ccc(OCC(=O)Nc2ccccc2OC)c(OC)c1 | 1 | -4 | -7 | 1 | -2 | 99 | 2 | -2.1 | 33 | -0.2
O=C(CSc1nnc(CCc2ccccc2)n1-c1ccc(Cl)cc1)c1ccccc1 | -3 | -5 | -1 | 1 | -2 | 96 | -1 | 2.3 | -1 | 0.5
O=C(CSc1nc2ncccc2[nH]1)Nc1ccccc1-c1ccccc1 | -1 | -13 | -11 | 3 | 7 | 100 | -4 | 0.5 | 3 | 0.1
COc1ccc(C(=O)NCc2nnc(SCC(=O)Nc3ccccc3OC)n2C)cc1 | 1 | -9 | 11 | 14 | 1 | 102 | -2 | -1.6 | 5 | -0.1
CC(=O)Nc1ccc(S(=O)(=O)Nc2nc3ccccc3nc2Nc2ccc(S(N)(=O)=O)cc2)cc1 | 1 | -3 | 0 | 1 | 1 | 100 | -1 | -2.3 | 1 | -0.2
Cc1ccc2nc(NC(=O)CN(C)S(=O)(=O)c3cccc4nsnc34)sc2c1 | 14 | -6 | -11 | -21 | 3 | 97 | -9 | 4.1 | 16 | -0.3
CCn1c(=O)c(C(=O)NCc2ccccc2OC)c(O)c2ccccc21 | 2 | -2 | -6 | 1 | -2 | 93 | 1 | 0.1 | 5 | 0.0
CC(=O)NCCOc1cccc2cccnc12 | 2 | / | -4 | 1 | -2 | 111 | -2 | 1.8 | 23 | 0.0
COc1ccc(NC(=O)/C(Cl)=C(/Cl)S(=O)Cc2ccccc2)cn1 (centres undefined) | -18 | / | 9 | 26 | -5 | 25* | -33 | -1.9 | 2 | -0.8
CN(c1ccc(C(=O)NC2CC2)cc1)S(=O)(=O)c1ccccc1 | -1 | -4 | -13 | 10 | 1 | 91 | 8 | -0.5 | 1 | -0.9
CCOc1cc(/C=N/NC(=O)c2ccc(O)cc2)ccc1Oc1nc(Cl)ncc1F | 3 | -2 | -1 | 18 | -2 | 101 | 0 | -2.9 | -2 | 0.1
CN1C(C(=O)NCc2cccc(C(F)(F)F)c2)CC2Cn3c(nc4ccccc43)C21 (centres undefined) | -1 | -10 | 0 | -2 | 4 | 92 | -1 | 0.6 | 7 | 0.1
CCCCNC(=O)c1ccccc1C(=O)NCCCC | 0 | -4 | -6 | 2 | 6 | 98 | -2 | 1.3 | -1 | -0.3
O=C(Nc1ccc(SC(F)F)cc1)c1cc(-c2ccncc2)nc2ccccc12 | -12 | -5 | -4 | 5 | -12 | 105 | 0 | 2.2 | 7 | -0.2
Cc1ccc(-n2c(Cc3cccs3)nnc2SCC(=O)Nc2ccc(F)c(F)c2)cc1 | -6 | -6 | 12 | 2 | -5 | 95 | -6 | 4.8 | ? | 0.4
Cc1cnc(C(=O)OCC(=O)NCc2ccc(Cl)cc2)cn1 | 1 | -5 | 9 | 17 | 7 | 98 | 1 | -0.1 | 19 | 0.0
COc1cc(OC)nc(NC(=O)CCl)n1 | 0 | / | 8 | 8 | 2 | 93 | 2 | 1.6 | 2 | -0.3
O=C(O)c1[nH]c2ccc(Br)cc2c1CCN1C(=O)c2cccc([N+](=O)[O-])c2C1=O | 2 | -6 | -1 | -3 | 2 | 97 | 3 | 1.4 | 2 | 0.0
Oc1ccc(-c2nnc(SCC3CCCCC3)o2)cc1 | -3 | -5 | 2 | -2 | 6 | 93 | -14 | 2.2 | -13 | 0.1
CCc1ccc(NC(=O)c2cc(-c3ccc(OC)cc3)on2)cc1 | 0 | -7 | -4 | 14 | -2 | 104 | -5 | -0.8 | / | -0.2
CS(=O)(=O)CCC(C(=O)Nc1ccc2c(c1)OCO2)N1Cc2ccccc2C1=O (centres undefined) | 3 | -1 | 1 | 1 | 11 | 101 | -12 | -1.4 | 3 | -0.3
O=C(Nc1ccc(S(=O)(=O)NCC2CCCO2)cc1)C1CC(=O)N(c2ccccc2)C1 (centres undefined) | 0 | -4 | 21 | 9 | 2 | 96 | -7 | -2.6 | 29 | 0.0
Cc1cc(C(=O)Nc2cc(C(F)(F)F)ccc2N2CCOCC2)no1 | -4 | -6 | -7 | 7 | -3 | 110 | -5 | 4.7 | -4 | -0.4
Cc1cc(=O)n(C)c(=O)n1CCCNc1ccccc1 | 1 | -8 | 8 | 4 | 2 | 102 | 0 | 0.1 | 10 | 0.0
CC(C)CCNC(=O)C(C)N(Cc1ccc(F)cc1)C(=O)c1ccc(CN2CCOCC2)o1 (centres undefined) | 1 | / | 0 | 7 | 3 | 100 | -3 | -1.3 | 4 | 0.6
O=C(CNC(=O)C1COc2ccccc2O1)N/N=C/c1cc(Br)c(O)c(Br)c1 (centres undefined) | 2 | -9 | 16 | 3 | -2 | 100 | -4 | 0.2 | 0 | 0.0
O=C(O)c1cc2n(n1)CCN(Cc1ccccc1Cl)C2=O | 1 | -2 | 0 | 3 | 3 | 102 | 3 | -2.4 | -7 | -0.5
O=C(Nc1ccc(N2CCN(C(=O)c3cccs3)CC2)c(Cl)c1)c1cccnc1 | -8 | -7 | -2 | 23 | -4 | 93 | 10 | 2.6 | 7 | 0.1
CN1C2CCC1/C(=C\c1ccccc1F)C(=O)/C2=C/c1ccccc1F | 8 | -3 | 0 | -9 | -4 | 101 | -8 | -0.2 | -6 | 2.5
O=c1c2ccccc2sn1-c1cc(S(=O)(=O)N2CCOCC2)ccc1N1CCOCC1 | 2 | -5 | 2 | 16 | 6 | 103 | -17 | -4.9 | -8 | 0.0
N#CC1(c2c(O)nc3n(c2=O)CCCS3)CCCCC1 | 3 | -5 | -5 | -3 | 0 | 96 | 8 | 2.4 | -1 | -0.2
COc1ccc(-c2nc(CS(=O)CC(=O)NCc3cccnc3)c(C)o2)cc1OC (centres undefined) | 6 | -5 | / | 4 | -1 | 96 | -4 | 1.0 | -3 | 0.0
COc1ccc(C(=O)C2CCN(CC(=O)Nc3ccccc3F)CC2)cc1 | -3 | -3 | 1 | 10 | -4 | 97 | -4 | 1.2 | 0 | 0.0
O=C(Nc1ccccc1Cl)Oc1ccc(-c2ccccc2)cc1 | 0 | -17 | 14 | 3 | -2 | 98 | -7 | -1.9 | -5 | -0.2
CCCSc1nc2cc(C)c(C)cc2n1CC(O)CO (centres undefined) | 3 | 1 | -2 | -7 | -1 | 104 | -1 | -3.2 | 1 | 0.6
CCc1ccc(S(=O)(=O)N/N=C\c2ccc3c(c2)OCO3)cc1 | 0 | -3 | 8 | -6 | -3 | 103 | 0 | -1.7 | -1 | -0.2
NC(=O)CC(NC(=O)c1ccc(Br)cc1)c1ccc(N2CCCCCC2)c([N+](=O)[O-])c1 (centres undefined) | 33* | -10 | -4 | 5 | 3 | 106 | -6 | -0.8 | 9 | -0.3
CCOC(=O)N1CCN(C(=O)C[C@@H]2C[C@@]3(C(=O)OCC)CCC=C3N(Cc3ccc4c(c3)OCO4)C2=O)CC1 | / | -7 | / | / | 4 | 100 | / | / | / | -0.1
CC(C)(C)C1CCC(=NNC(=O)c2cc3c(s2)CCCC3)CC1 (centres undefined) | 2 | -2 | 4 | 5 | -3 | 104 | 8 | 0.3 | -4 | -0.1
CCC(C)N(C)C1CCN(C(=S)Nc2ccc(OC)cc2)CC1 (centres undefined) | 0 | 7 | 5 | -6 | -2 | 96 | 5 | 0.0 | -9 | -0.1
COc1ccc([C@@]2(O)c3c(ccc(CC=C(C)C)c3O)NC(=O)[C@@H]2OC)cc1 | -1 | / | / | 5 | -2 | 101 | 1 | 1.0 | -5 | 0.1
O=C(COc1nsnc1N1CCOCC1)Nc1ccc(Br)cc1 | 0 | -4 | -7 | 8 | -5 | 94 | 0 | -0.5 | -9 | 0.0
O=C(CSc1ccc2nnc(-c3ccccn3)n2n1)N1CCOCC1 | 2 | -3 | 4 | -3 | -4 | 98 | 2 | -0.3 | 19 | 0.0
O=C(CSc1nc2ccccc2o1)Nc1nccs1 | -2 | 6 | -4 | 0 | -6 | 99 | 0 | 0.8 | -1 | 0.3
COc1ccc(CC(=O)OCC(=O)NCc2ccc3c(c2)OCO3)cc1OC | -1 | -7 | -2 | 4 | 2 | 106 | 3 | -1.1 | 9 | 0.5
Cc1ccc(C2(c3noc(CN4CCOCC4)n3)CCCC2)cc1 | 1 | -15 | -9 | 4 | 5 | 101 | 2 | 3.0 | 14 | 0.1
